p47phox inh: p47phox (human) inhibition | inhibition, % at 24.7 µM | 220,000 compounds, 0.53% hits | P14598 | p47phox/p22phox peptide binding, fluorescence polarization, 2 h;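 note: 0% = p47phox with labelled peptide and 100% = labelled peptide alone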
EBV gp42 block: EBV gp42 inhibition; Fluorescence polarization binding assay, mP read-out; AID 1085; inhibition, % (tested at 21.74 µM); Q1HVG2; 220,000 compounds, 0.42% hits; in the data active = inhibition above about 50%
Target sequence (Q1HVG2 whole entry, looked up): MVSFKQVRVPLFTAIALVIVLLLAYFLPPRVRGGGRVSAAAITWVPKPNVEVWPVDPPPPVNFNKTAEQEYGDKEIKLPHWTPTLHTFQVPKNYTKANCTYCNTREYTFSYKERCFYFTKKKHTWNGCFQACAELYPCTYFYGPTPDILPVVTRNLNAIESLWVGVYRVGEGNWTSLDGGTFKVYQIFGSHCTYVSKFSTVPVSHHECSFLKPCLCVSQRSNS
eIF4E 4G PPI: eIF4E/eIF4G interaction inhibition in translation initiation | TR-FRET eIF4E-eIF4GI(517-606) binding, 2 h | AID 782 | 220,000 compounds, 0.37% hits | P63073+Q04637 | inhibition, % at 21.7 µM;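 note: 0% = full FRET control wells and 100% = background wells lacking eIF4GI fragment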
Cl transport mod: modulators of human KCC2 chloride dependent transport | Q9H2X9 | 190,000 compounds, 2.2% hits | AID 1456 | KCC2 cells, thallium flux FluoZin-2 fluorescence | B-score of Tl+ flux slope (higher = more flux/activation; lower = inhibition) at 10 µM;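 active = thallium flux slope and its plate-corrected score both differing from the plate sample mean at a set confidence after two filtering rounds, in either direction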;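 note: slope of fluorescence scaled to starting intensity during 10 to 20 s after thallium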
Furin inh: human furin inhibition; purified furin, fluorogenic substrate cleavage; AID 463115; P09958; 220,000 compounds, 0.061% hits; inhibition, % at 30 µM; in the data active = inhibition above about 25%; note: inactives centre near -15
Rad51 HR inh: blocks human Rad51 in homologous recombination | hRad51 DNA strand exchange, fluorescence dequenching | inhibition, % at 10 µM | 200,000 compounds, 0.085% hits;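 active = inhibition above 40% at the single screening dose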;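 note: 0% = DMSO control wells and 100% = blanks with heterologous ssDNA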
Target sequence (Q06609 whole entry, looked up): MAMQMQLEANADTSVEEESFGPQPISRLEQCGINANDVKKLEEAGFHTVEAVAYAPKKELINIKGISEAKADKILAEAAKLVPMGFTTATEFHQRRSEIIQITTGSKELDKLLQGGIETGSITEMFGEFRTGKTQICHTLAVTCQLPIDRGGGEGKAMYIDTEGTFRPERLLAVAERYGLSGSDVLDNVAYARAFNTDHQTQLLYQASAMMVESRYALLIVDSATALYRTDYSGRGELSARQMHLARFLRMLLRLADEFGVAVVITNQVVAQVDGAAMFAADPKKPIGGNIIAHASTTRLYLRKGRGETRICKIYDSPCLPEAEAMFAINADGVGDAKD
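Test system – preformed human Rad51 ssDNA filaments · Reagent – Donor/quencher-labelled 47-bp dsDNA substrate · Incubation – 37 °C 15-min filament assembly, 30-min compound preincubation, 15-min exchange · Signal – FRET fluorescence dequenching, excitation 485 nm, emission 520 nm · Read-out – percent inhibition from fluorescence, normalised to plate control and blank means · Benchmarks – plate control and blank wells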
KLK5 inh: blocks human kallikrein 5 protease activity; Q9Y337; recombinant hK5, fluorogenic AMC substrate cleavage; inhibition, % at 5 µM; 210,000 compounds, 0.59% hits; AID 873;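 active = inhibition of 40% or more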;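 note: 0% = enzyme controls without compound and 100% = no-enzyme blanks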
Thrombin inh: inhibitors of human thrombin; AID 1046; inhibition, % at 5 µM; 220,000 compounds, 0.26% hits; alpha-thrombin, Boc-VPR-AMC fluorogenic substrate cleavage;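 active = inhibition at or above 40%; inactive = inhibition below 40%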;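 note: 0% = enzyme with no compound and 100% = wells without enzyme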
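Test system: human alpha-thrombin; medium: pH 7.5 Tris-saline with Tween 20; times: reaction at room temperature; signal: AMC fluorescence at 355 nm excitation and 460 nm emission; also added: Boc-VPR-AMC substrate, 15 µM final; dosing: one concentration per compound, 5 µM, with 0.2% DMSO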
14-3-3 Bad inh: disrupts binding of bovine 14-3-3 zeta to phospho-Bad peptide; P63103; TR-FRET 14-3-3zeta/Dy647-pBad peptide displacement, 1 h; inhibition, % at 21.7 µM; 220,000 compounds, 0.71% hits;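 active = inhibition above about 70%, limit read from the data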;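 note: 0% = full 14-3-3 plus peptide FRET controls and 100% = background without 14-3-3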
Target sequence (P63103 whole entry, looked up): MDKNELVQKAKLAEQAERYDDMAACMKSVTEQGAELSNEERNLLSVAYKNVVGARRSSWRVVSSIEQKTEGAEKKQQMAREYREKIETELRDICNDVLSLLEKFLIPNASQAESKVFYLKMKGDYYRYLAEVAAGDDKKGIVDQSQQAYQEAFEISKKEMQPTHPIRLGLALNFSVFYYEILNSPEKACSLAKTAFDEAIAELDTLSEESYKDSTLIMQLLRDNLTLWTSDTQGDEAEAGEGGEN
* marks the source's active call; other numbers are inactive results; · = not tested or not shown; [ ] = remark or other dose.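 Rule for the calls, unless noted: active = inhibition above about 30% (limit read from the data); inactive = the rest.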

1: NC(=O)C1(N2CCCCC2)CCN(C2CC(=O)N(CCc3ccccc3)C2=O)CC1 (stereo unspecified)
2: CN1CCN(c2oc(-c3ccc([N+](=O)[O-])cc3)nc2C#N)CC1
3: CCOC(=O)CCC(NC(=O)c1cncc(O)c1)C(=O)OCC (stereo unspecified)
4: COc1cc2[nH]c(=O)n(CCC(=O)N3CCC(N4CCCCC4)CC3)c(=O)c2cc1OC
5: COc1ccc(C(=O)OCC(=O)c2ccc(C)c(S(=O)(=O)N3CCOCC3)c2)cc1OC
6: CC1=C(C(=O)Nc2ccccc2C)C(c2ccc(C)o2)C2=C(CCCC2=O)N1 (stereo unspecified)
7: CCCc1nnc(SCc2ccc(C(=O)OC)o2)n1N
8: O=c1c2ccccc2sn1-c1ccc(S(=O)(=O)N2CCCC2)cc1
9: CCc1nnc(NC(=O)NC(C)(C)C)s1
10: Cc1ccc(C(=O)CCC(=O)N2CCN(C(=O)c3ccco3)CC2)cc1
entry no.	1	2	3	4	5	6	7	8	9	10
p47phox inh	-5.0	-7.1	6.8	-11.2	-7.1	-12.8	-5.6	30.5*	-20.3	5.0
EBV gp42 block	-4.5	-9.4	-6.1	-14.6	-19.4	-8.4	3.3	-18.3	-8.7	0.5
eIF4E 4G PPI	-3.0	-9.6	-8.8	1.6	2.1	-13.3	-0.2[fluorescence artefact?]	8.0	1.1	-2.8
Cl transport mod	-0.299	-0.0864	0.12	1.3	-1.53	1.01	0.557	·	0.101	0.735
Furin inh	-3.9[20 µM]	-11.5	-21.5	-18.9[20 µM]	-8.4	-10.4	0.6[20 µM]	-15.8	-17.0[20 µM]	-12.1
Rad51 HR inh	9.2	4.2	-4.0	1.5	-18.4	-5.4	-5.6	3.2	-8.2	1.9
KLK5 inh	2.6	2.4	-33.4	2.0	3.0	-13.5	-5.3	3.4	-9.0	-5.2
Thrombin inh	0.0	-0.6	-9.2	-2.4	-2.2	-2.1	-6.5	1.9	0.4	-11.2
14-3-3 Bad inh	-11.1	0.6	38.4[fluorescence artefact?]	5.1	7.1	-7.0	-5.8[fluorescence artefact?]	-14.1	2.4	-5.5

11: Cc1sc2ncnc(N(C)CCc3ccccn3)c2c1C
12: COc1ccc(-c2nnc3n2N=C(C)CS3)cc1OC
13: N#Cc1ccc(NC(=O)c2nc(-c3ccccc3)n(-c3ccccc3)n2)cc1
14: Cc1c(C(=O)Nc2cccc(S(=O)(=O)N3CCCC3)c2)oc2ccccc12
15: O=C(CN1C(=O)CCSc2ccccc21)Nc1cccc(F)c1
16: COc1ccc(CCNC(=O)CN2CCC(n3nnc4cc(F)ccc43)CC2)cc1OC
17: Cn1c(=O)c2c(nc(CN3CCN(c4ccccc4)CC3)n2Cc2c(F)cccc2Cl)n(C)c1=O
18: CS(=O)(=O)N1Cc2ccccc2CC1C(=O)O (stereo unspecified)
19: CC(=O)Nc1cccc(/C(C)=N/NC(=O)c2ccccc2Cl)c1
20: O=C(CN1N=C(c2ccc(Cl)cc2)CCC1=O)NCCN1CCc2ccccc2C1
entry no.	11	12	13	14	15	16	17	18	19	20
p47phox inh	-0.5	-5.5	-19.4	-14.8	-5.6	-2.6	-16.8	-11.3	-3.6	6.9
EBV gp42 block	-11.6	-9.5	4.5	-10.6	-5.2	-0.6	-14.1	-13.7	-12.6	-4.2
eIF4E 4G PPI	-10.5	-7.9	0.6	-7.7	-0.5	2.7	4.8	0.2	-1.3	-3.3
Cl transport mod	-0.11	0.43	1.52	1.67	-1.39	-0.013	1.41	-0.498	-0.0106	0.123
Furin inh	-23.6	-29.8	-18.5[20 µM]	-33.2	-7.4	-23.0	-22.6	-12.1	-29.2[20 µM]	-16.2
Rad51 HR inh	22.1	-1.3	2.5	·	-6.5	·	-6.0	2.2	-5.3	·
KLK5 inh	2.6	3.4	-1.2	2.2	-4.0	-20.5	5.1	-4.6	0.8	-19.4
Thrombin inh	1.4	-2.8	1.4	0.6	-6.0	0.8	2.7	·	-1.8	-2.8
14-3-3 Bad inh	44.7	-3.1	-1.4	6.6	-9.9	4.5	13.1[fluorescence artefact?]	6.7	-5.2	-8.6

21: Cc1cccc(NC(=S)NC2CC3CCCC(C2)N3Cc2ccccc2)c1C (stereo unspecified)
22: CCn1c(O)c(N=NC2=NC(=O)CS2)c2cc(C)ccc21
23: Cc1cccc(-n2ccnc2CN2CCC(CO)(Cc3ccccc3)CC2)c1
24: Cc1noc(C)c1C(=O)NCc1ccccc1
25: Cn1c(SCC(=O)N/N=C/c2ccc([N+](=O)[O-])s2)nnc1-c1ccccc1
26: CCn1c(O)c(/C=C2\C=NN=C2c2ccccc2)sc1=S
27: COc1ccccc1N(CC(N)=O)S(=O)(=O)c1ccc(C)cc1
28: COc1cccc(C(=O)N2CCN(C3CCC(c4ccccc4)CC3)CC2)c1OC (stereo unspecified)
29: O=C(OCCN1CCCCC1)c1cc2ccccc2o1
30: COc1cc(CNCCSc2nnnn2C)cc(Br)c1OCc1ccccc1F
entry no.	21	22	23	24	25	26	27	28	29	30
p47phox inh	2.6	-39.3	-2.2	1.4	-8.7	-11.1	2.0	-10.1	-4.3	-9.9
EBV gp42 block	-13.8	-13.1	-17.4	-6.5	17.5	-19.5	-20.4	-17.3	-14.2	-8.7
eIF4E 4G PPI	2.3	1.7[fluorescence artefact?]	-1.6	-4.4[fluorescence artefact?]	5.8[fluorescence artefact?]	-1.4	-6.1[fluorescence artefact?]	6.3	3.3[fluorescence artefact?]	13.5
Cl transport mod	0.306	8.24*	-1.35	·	-1.07	-0.13	-0.901	-0.467	0.742	0.273
Furin inh	-8.0	-2.8[20 µM]	-18.2	-17.2[20 µM]	-5.7	-23.5	-34.9	-26.6	-18.8[20 µM]	-18.4[20 µM]
Rad51 HR inh	16.5	-1.3	17.2	-2.2	·	-5.0	-5.0	14.1	1.6	-1.4
KLK5 inh	1.0	-10.2	5.2	1.6	-2.6	1.6	-4.2	-4.9	-12.3	-0.1
Thrombin inh	-0.5	2.5	3.5	-6.9	-7.6	-3.2	-4.0	-3.8	-4.9	0.6
14-3-3 Bad inh	-6.4	0.2[fluorescence artefact?]	-5.7	8.8[fluorescence artefact?]	8.5	4.0	-3.7[fluorescence artefact?]	66.8	3.2[fluorescence artefact?]	17.0

Compound profiles, from the list above. Screens in order: p47phox inh, EBV gp42 block, eIF4E 4G PPI, Cl transport mod, Furin inh, Rad51 HR inh, KLK5 inh, Thrombin inh, 14-3-3 Bad inh
COc1cc(CNCCSc2nnnn2C)cc(Br)c1OCc1ccccc1F as listed: -9.9, -8.7, 13.5, 0.273, -18.4[20 µM], -1.4, -0.1, 0.6, 17.0
Cc1cccc(-n2ccnc2CN2CCC(CO)(Cc3ccccc3)CC2)c1 as listed: -2.2, -17.4, -1.6, -1.35, -18.2, 17.2, 5.2, 3.5, -5.7
COc1ccccc1N(CC(N)=O)S(=O)(=O)c1ccc(C)cc1 as listed: 2.0, -20.4, -6.1[fluorescence artefact?], -0.901, -34.9, -5.0, -4.2, -4.0, -3.7[fluorescence artefact?]
CCn1c(O)c(N=NC2=NC(=O)CS2)c2cc(C)ccc21 as listed: -39.3, -13.1, 1.7[fluorescence artefact?], 8.24*, -2.8[20 µM], -1.3, -10.2, 2.5, 0.2[fluorescence artefact?]
Cc1cccc(NC(=S)NC2CC3CCCC(C2)N3Cc2ccccc2)c1C (stereo unspecified) as listed: 2.6, -13.8, 2.3, 0.306, -8.0, 16.5, 1.0, -0.5, -6.4

Other compounds:
31: Cc1cnc(C)c(N2CCN(Cc3nc(-c4ccccc4)no3)CC2)n1
32: O=C(NCCCc1ccccc1)N1CCOCC1
33: O=C(NCCc1ccccn1)C(F)(F)C(F)(F)C(F)(F)C(F)(F)C(F)(F)C(F)(F)C(F)(F)C(F)F
34: O=C(NCc1ccco1)c1nnc(Cc2ccc(Cl)cc2)o1
35: CCOc1ccc(NC(=O)c2ccc(NC(=S)NC3CCCCC3)cc2)cc1
entry no.	31	32	33	34	35
p47phox inh	-3.5	-8.6	-13.2	3.2	-0.1
EBV gp42 block	-19.8	-15.1	-19.3	-14.1	-19.5
eIF4E 4G PPI	3.7	0.2	-1.8	-1.6	-2.5
Cl transport mod	0.339	0.0553	-0.0906	-0.251	0.0387
Furin inh	-27.8	-19.8	-13.5	-18.1	3.5
Rad51 HR inh	3.2	·	-2.7	-4.2	4.7
KLK5 inh	0.7	·	-7.1	-1.3	23.7
Thrombin inh	-6.4	-9.2	3.9	-7.0	10.6
14-3-3 Bad inh	-3.7	-6.4	7.0	-3.2	14.8

Screening results: PubChem BioAssay, several laboratories
